APJ antag: antagonists of human apelin receptor APJ, primary screen, CHO-K1 cells, beta-arrestin complementation, luminescence. inhibition, % at 20 µM. actives 0.32% (n = 330,000);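 active = inhibition above about 40% at 20 µM, limit read from the data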;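 also: cells challenged with 10 nM apelin-13 agonist together with compound; plate controls were apelin-13 plus DMSO wells for no effect and DMSO wells lacking apelin-13 for full effect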
Target sequence (P35414 whole entry, looked up): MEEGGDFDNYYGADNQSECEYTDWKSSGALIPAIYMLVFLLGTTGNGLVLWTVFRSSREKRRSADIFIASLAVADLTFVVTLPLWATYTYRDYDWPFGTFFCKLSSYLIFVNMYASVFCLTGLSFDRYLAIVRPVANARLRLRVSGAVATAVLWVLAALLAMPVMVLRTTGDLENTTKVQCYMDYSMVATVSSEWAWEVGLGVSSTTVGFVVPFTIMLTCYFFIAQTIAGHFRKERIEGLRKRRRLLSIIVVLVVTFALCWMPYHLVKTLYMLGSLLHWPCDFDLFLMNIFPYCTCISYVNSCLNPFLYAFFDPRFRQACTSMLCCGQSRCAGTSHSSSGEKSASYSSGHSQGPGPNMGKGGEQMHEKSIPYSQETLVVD
TIM10 inh: growth inhibitors of isogenic TIM10 control yeast, primary screen, counter-screen for tim10-1 yeast inhibitor project, luminescence, uHTS; actives 1.4% (n = 330,000); inhibition, % at 10 µM; S. cerevisiae TIM10 strain growth, BacTiter-Glo luminescence, 24 h;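 active = inhibition of 40% or more at the single tested concentration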;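 also: wild-type TIM10 isogenic control strain grown at permissive 25 °C; 0% = DMSO yeast wells and 100% = minimal medium wells without yeast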
NALP3 yeast inh: NALP3 inflammasome inhibitors in reconstituted yeast, primary screen, luminescence, uHTS; Yeast reconstituted NLRP3/ASC/caspase-1, beta-gal luminescence, 24 h; inhibition, % at 10 µM; actives 0.39% (n = 330,000); AID 2825, 2010;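 active = inhibition of 50% or more; inactive = inhibition below 50%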;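 also: plate controls were induced DMSO wells for no effect and uninduced yeast grown without galactose for full effect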
tim23-1 inh: growth inhibitors of tim23-1 mutant yeast, primary screen, luminescence, uHTS. AID 463212, 2010. S. cerevisiae tim23-1 growth, BacTiter-Glo luminescence, 24 h. actives 1.3% (n = 330,000). inhibition, % at 20 µM;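 active = growth inhibition of the mutant yeast at or above 50%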;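 also: temperature-sensitive mutant grown at 25 °C; plate controls were DMSO-treated mutant yeast for no effect and medium wells lacking yeast for full effect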
NR3A LBD binder: binders of NR3A ligand-binding domain, primary screen, biophysical, differential scanning fluorimetry, uHTS. Tm shift relative to glycine control, % at 25 µM. NR3A LBD differential scanning fluorimetry, Tm shift; 0% = protein alone, 100% = glycine-bound protein. actives 2.5% (n = 340,000). AID 1259313, 2017. Glutamate receptor ionotropic, NMDA 3A (GRIN3A) ligand-binding domain;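 active = melting temperature shift of at least 10% of the positive control shift, at one fixed dose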
tim10-1 inh: growth inhibitors of tim10-1 mutant yeast, primary screen, luminescence, uHTS; S. cerevisiae tim10-1 ts strain growth, BacTiter-Glo, 24 h; inhibition, % at 20 µM; actives 2.2% (n = 330,000); AID 463190, 2010;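 active = inhibition of at least 40%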;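 also: mutant grown at 25 °C; 0% = DMSO wells with yeast and 100% = wells holding no yeast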
APJ ag: agonists of human apelin receptor APJ, primary screen, CHO-K1 cells, PathHunter beta-arrestin, luminescence. AID 2520, 2010. 0% DMSO wells, 100% apelin. P35414. actives 0.11% (n = 330,000). activation, % at 20 µM;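 active = activation more than six SD over the plate average, tested at 20 µM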;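 also: 0% = DMSO alone and 100% = apelin-13 at 10 nM; some results filed as inactive read as strong as hits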
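Test system: CHO-K1 APJ beta-arrestin complementation cell line. Amount: cell density 1000 per well. Controls: DMSO negative, 10 nM Apelin-13 positive. Signal: luminescent beta-gal fragment complementation, chemiluminescent substrate. Read-out basis: agonist-driven arrestin binding to APJ. Timing: compound stimulation 90 min at 25 °C, detection 60 min.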
MPTP block: mitochondrial permeability transition pore inhibitors, primary screen, biochemical, isolated mouse mitochondria, absorbance; Ca2+ swelling absorbance, 30 min; inhibition, % at 10 µM; actives 1.4% (n = 360,000); AID 602449, 2012;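 active = inhibition of 50% or more, scaled per plate between neutral and stimulator controls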;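 also: 0% = DMSO wells given calcium and 100% = 1 mM EGTA wells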
beta cell repl: inducers of MIN6 beta-cell proliferation, primary screen, ATP luminescence, uHTS | actives 0.29% (n = 330,000) | proliferation, % at 10 µM | MIN6 cells proliferation, ATPlite luminescence, 48 h; cells starved in 0.2% serum; 100% = growth in 10% serum;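 active = compounds whose signal lies at least 3.5 SD above the mean of all wells on their plate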;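 also: 0% = DMSO-treated cells in low-serum medium and 100% = 10% serum control; some compounds called inactive have numbers as strong as hits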
Numbers without * were called inactive.

SMILES	APJ antag	TIM10 inh	NALP3 yeast inh	tim23-1 inh	NR3A LBD binder	tim10-1 inh	APJ ag	MPTP block	beta cell repl
Cc1nn(Cc2ccc(Cl)c(Cl)c2)c(C)c1NC(=O)c1sc2ccccc2c1Cl	-15.6	37.0	6.4	28.2	-2.3	40.5*	-1.7	0.3	-3.8
Cn1c(CO)cnc1SCC(=O)c1ccc(Cl)cc1	-7.1	1.3	25.5	16.7	1.1	19.8	-1.8	-2.6	-2.1
CC(C)NC(=O)CCn1nc(-c2ccc(Cl)cc2)c2ccccc2c1=O	13.5	0.9	11.6	17.8	-2.3	9.8	-5.1	-3.2	-1.0
Cc1ccc(-c2csc(NC(=O)CN3CCOCC3)n2)cc1	-1.6	-4.3	24.7	18.0	2.0	6.6	-3.0	-3.1	-1.5
CCN1CCN(Cc2ccc(NC(=O)CC3Oc4ccc(C)cc4NC3=O)cc2)CC1 (centres undefined)	7.5	-3.2	6.9	11.8	-3.1	14.1	0.8	-0.8	-2.1
COc1ccc(NC(=O)C2CCCN(S(=O)(=O)c3c(C)[nH]c(=O)[nH]c3=O)C2)cc1OC (centres undefined)	-2.8	8.7	0.5	5.1	-0.3	0.4	-1.4	0.9	0.8
O=c1c2c(nc3cc(-c4ccc(F)cc4)[nH]n13)CCC2	-29.7	-17.1	12.0	-5.3	-8.9	11.9	-2.3	-0.8	0.0
COc1cc(Nc2cccc[n+]2C)cc(OC)c1OC	-19.1	-20.2	4.8	-6.1	6.8	5.3	2.2	0.3	-1.7
C=CCc1c(C)nc(-c2ccccc2)nc1N/N=C(\C)c1ccc(N)cc1	14.3	28.1	-14.7	32.1	-3.2	26.8	-5.9	-0.1	-5.1
CN(C)c1ccc(N=Nc2ccc(S(=O)(=O)O)cc2)c2ccccc12	41.0*	10.3	11.2	8.2	-0.7	30.5	-8.1	8.7	-3.3
O=C(O)C=C1CCN(c2ncc(C(F)(F)F)cc2Cl)CC1	-1.5	-11.2	-3.1	-8.4	-0.8	10.5	-0.9	0.6	0.5
O=C(Nc1ccc2nc3n(c(=O)c2c1)CCCC3)c1cc([N+](=O)[O-])ccc1F	-40.3	37.1	48.5	46.2	-2.9	39.4	3.3	-0.8	-5.7
O=C(Nc1cccc(Cl)c1)Nc1cccc(Cl)c1	-14.0	7.2	10.6	17.6	32.8*	1.2	12.1	102.5*	-4.4
C=CCOc1c(Cl)cc(C(=S)N2CCCC2)cc1OCC	-32.1	-3.2	42.1	22.8	1.9	20.9	0.9	0.7	-0.6
O=C(Nc1ccc(Oc2cccc(C(F)(F)F)c2)nc1)c1cccs1	-3.2	24.7	13.2	39.5	-4.9	2.9	-1.8	50.4*	-1.7
COc1ccc(OC)c(N(CC(=O)Nc2cccc3ccccc23)S(C)(=O)=O)c1	0.8	7.8	0.3	0.8	0.9	8.1	3.0	0.4	-1.7
CN(CC(=O)NCCc1ccccc1)S(=O)(=O)c1cnc[nH]1	10.4	-7.6	10.8	1.3	-1.1	7.1	-1.8	-0.5	0.0
Cc1ccccc1OCCC(=O)OCC(=O)N1c2ccccc2NC(=O)C1(C)C	-50.2	7.3	-0.6	12.8	-0.5	-3.7	5.1	-1.7	-2.2
Cc1ccc(C)c(N=Nc2nc3ccccc3n2C)c1	14.8	18.6	13.5	20.9	-2.5	-6.0	-10.2	0.1	-4.4
CCN(CC)CCN(C(=O)c1ccc(Br)s1)c1nc2cc3c(cc2s1)OCCO3	-0.8	16.0	17.2	22.0	-2.4	14.6	-2.1	1.5	-0.1
CCN1CCCC1CNC(=O)c1cc2c(OC)cccc2[nH]1 (centres undefined)	13.2	-10.7	0.8	2.8	0.6	-0.9	-1.7	-0.1	-1.1
CCCOC(=O)CSc1nnc(-c2ccc(Cl)cc2Cl)o1	-8.4	-45.0	13.7	-12.3	0.1	3.1	-2.0	0.8	1.5
Cc1cccc(NC(=O)C2CCCN(S(=O)(=O)c3c(C)nn(C)c3C)C2)c1 (centres undefined)	9.9	-0.6	5.9	8.2	-1.3	10.6	-0.3	-0.2	-2.0
COc1ccc(/C=N/NC(=O)c2ccn[nH]2)cc1COc1ccc(Cl)cc1Cl	-9.6	-25.8	0.1	-1.2	5.5	11.4	1.3	-0.2	-3.8
Cc1cc(C)c(C(=O)CSc2nnc(C)c(=O)[nH]2)cc1C	-9.9	12.1	18.1	6.0	-2.1	6.4	-4.5	-2.9	-5.2
COc1ccc(C(=O)CC(SCC(NC(C)=O)C(=O)O)c2ccc(Cl)cc2)cc1OC (centres undefined)	11.6	20.2	1.7	34.6	2.9	13.5	-3.4	0.8	-6.4
COc1cccc(CNC(=O)CCC2CCCN(c3cc(C)nc(N4CCCC4)n3)C2)c1 (centres undefined)	7.6	-9.0	0.9	15.5	-2.0	12.9	-4.4	-0.7	4.3
CN(CCc1ccccc1)C(=O)c1cccc(NC(=O)Cc2ccc([N+](=O)[O-])cc2)c1	-8.1	12.3	8.8	23.7	-10.5	14.3	-0.5	7.0	-3.3
CC1=C(C(=O)NC(C)C)C2(CCC(C)CC2)OC1=O (centres undefined)	6.3	-0.8	5.4	6.4	2.1	3.8	-2.5	0.5	-2.0
C=CCSc1nc2ccsc2c(=O)n1-c1cccnc1	-6.0	-8.6	15.2	10.5	-1.0	20.7	-2.7	0.2	-0.4
COc1cc(/C=C/C(=O)O)cc(S(=O)(=O)NCCCC(=O)O)c1OC	7.7	11.5	8.3	-0.8	-1.5	-0.1	-0.4	-1.3	-0.4
CCN(CC)S(=O)(=O)c1ccc(N/N=C(\C)c2ccncc2)nc1	11.7	6.9	6.6	12.2	-0.7	-4.0	-1.8	0.0	-1.2
CC1(c2cccc([N+](=O)[O-])c2)CC(C)(C)N(C(=O)c2ccccc2)c2ccccc21 (centres undefined)	0.4	-6.4	11.9	11.9	0.8	25.5	-3.9	3.9	-3.4
CC1(C)c2[nH]c3ccccc3c2C[C@H]2C(=O)N(N)CC(=O)N21	7.7	-10.7	-2.2	6.0	1.9	9.2	-2.7	1.1	-2.7
CCCCC(OC(=O)c1ccco1)C(=O)NCc1ccc(C)cc1 (centres undefined)	-23.8	-26.1	9.6	19.2	0.5	-13.2	-0.5	-0.3	-0.7
N#Cc1c(-c2ccccc2)nc(SCC(=O)Nc2nnc(C(F)(F)F)s2)[nH]c1=O	-3.4	0.0	3.3	6.0	1.1	16.5	0.3	-0.9	0.8
CCOC(=O)c1c(C)[nH]c(C(=O)/C(C#N)=C/c2ccc(OC(F)F)c(OC)c2)c1C	-8.6	-1.2	8.8	21.6	0.8	9.6	-1.6	-2.0	-0.7
COc1ccc(C2N(c3ccc(Cl)cc3)N=C(C(C)=O)N(C)N2C(C)=O)cc1 (centres undefined)	8.9	11.2	-2.3	25.7	-4.7	18.2	-3.6	0.3	-5.8
O=C(O)c1ccc(Sc2nnnn2-c2ccccc2)c([N+](=O)[O-])c1	1.7	-16.1	10.6	18.2	-1.6	13.8	-1.5	-2.4	0.5
O=C(c1ccc(CNc2c(N3CCCC3)c(=O)c2=O)cc1)N1CCN(C2CCCCC2)CC1	-2.2	-3.8	28.4	-1.8	-1.4	6.9	-0.2	1.0	1.6
CCCCNC(=O)C(=O)NC(C)CCc1ccccc1 (centres undefined)	12.9	2.5	7.7	19.9	1.2	9.6	-1.8	-1.4	-2.5
Cc1cc(C(=O)N2CCN(c3ncccn3)CC2)c2cc(F)ccc2n1	6.5	13.0	23.1	15.6	-5.0	22.0	-4.4	3.1	2.5
COc1ccc(NCc2n[nH]nc2-c2ccccc2)cc1Cl	-2.4	25.5	-10.1	10.9	-21.4	11.9	2.9	4.6	-0.9
CCCN(CCC)CCCNC(=S)Nc1ccc2nc3n(c(=O)c2c1)CCCCC3	18.7	-13.0	-0.5	-5.8	-3.9	-0.9	1.5	4.0	-3.5
Cc1cc(=O)n2[nH]cc(-c3ccccc3)c2n1	13.5	-12.4	6.8	-2.3	-1.0	-31.1	0.7	-0.9	0.0
O=CN(CCN(C=O)CN1CCCCC1)CN1CCCCC1	9.0	-6.2	6.2	9.2	0.5	11.0	1.5	1.2	4.0
CCOc1cc(N2CCOCC2)c(OCC)cc1NC(=O)COC(=O)COc1ccc(C#N)cc1	3.5	8.1	7.9	-1.4	3.8	-5.0	-4.5	-1.3	0.7
COC(=O)CSc1nc2sccc2c(=O)n1-c1ccccc1	22.4	15.1	9.3	19.0	1.2	-13.3	-2.6	-1.1	-3.0

Whole records, quoted from the list. Values in the order: APJ antag, TIM10 inh, NALP3 yeast inh, tim23-1 inh, NR3A LBD binder, tim10-1 inh, APJ ag, MPTP block, beta cell repl
COc1ccc(C2N(c3ccc(Cl)cc3)N=C(C(C)=O)N(C)N2C(C)=O)cc1 (centres undefined) is listed as 8.9, 11.2, -2.3, 25.7, -4.7, 18.2, -3.6, 0.3, -5.8
COC(=O)CSc1nc2sccc2c(=O)n1-c1ccccc1 is listed as 22.4, 15.1, 9.3, 19.0, 1.2, -13.3, -2.6, -1.1, -3.0

Additional compounds.
SMILES	APJ antag	TIM10 inh	NALP3 yeast inh	tim23-1 inh	NR3A LBD binder	tim10-1 inh	APJ ag	MPTP block	beta cell repl
CCOc1cc(/C=N/NC(=O)Cc2ccc(C(F)(F)F)cc2[N+](=O)[O-])c(Br)cc1OC	-8.1	0.0	27.5	-12.1	-1.1	0.4	-3.0	4.3	-5.3
Cc1ccc(NC(=S)NC(=O)Cc2ccccc2)c(O)c1	-14.0	23.1	23.9	24.2	-2.4	1.2	-3.0	0.3	-3.1
O=C(COC(=O)c1ccccc1-c1nc2ccccc2s1)NC1CCS(=O)(=O)C1 (centres undefined)	-6.9	-2.0	11.8	9.8	-5.6	6.2	-0.7	0.4	-1.5
NC(N)=NS(=O)(=O)c1ccc(NC(=S)NC(=O)c2ccccc2)cc1	-13.2	-3.2	0.0	25.3	-0.8	7.8	-1.9	1.0	-1.1
Cc1ccc(NC(=O)N2CCCC2C(=O)NCc2ccc3c(c2)OCO3)cc1 (centres undefined)	-10.5	-15.4	11.6	3.1	1.3	4.0	-3.4	-4.1	2.8
Cc1cccn2c(=O)c3cc(C(=O)NC4CCCCC4)sc3nc12	-1.1	8.8	11.9	22.5	-1.9	19.7	-2.5	-0.4	3.4
CC(C)COc1ccc(Br)cc1CNC(C)(C)C	16.6	-9.8	11.6	15.5	-0.5	-4.3	-1.0	1.9	-0.3
Nc1nc(NCCOCCO)nc(NCc2ccccc2)c1[N+](=O)[O-]	8.3	-2.2	-9.6	11.3	-0.4	3.3	-0.7	0.0	0.3
CNS(=O)(=O)c1cccc(C(=O)OCC(=O)c2ccc3[nH]c(=O)[nH]c3c2)c1	4.0	1.1	5.5	-9.7	0.5	-13.8	-0.5	0.0	1.6
O=[N+]([O-])c1ccc(Oc2cccc(Br)c2)c2ccncc12	-51.0	-109.9	16.4	31.5	4.8	3.3	6.9	-0.6	-3.2

APJ antag: what is marked active above
compound	APJ antag	NALP3 yeast inh	NR3A LBD binder	APJ ag	MPTP block
CN(C)c1ccc(N=Nc2ccc(S(=O)(=O)O)cc2)c2ccccc12	41.0*	11.2	-0.7	-8.1	8.7

From PubChem

An unsorted share of the library. Share with any hit: about 7.2%.
